# NTR1 agonist – NTR1-driven beta-arrestin-GFP spot formation – imaging, U2OS cells, high content, primary screen (AID 493036) | P30989 | agonist mode | activation, % at 20 µM | hit rate 0.17% among 330,000;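 active = activation at or above 40% of the spot to cytoplasm intensity ratio, with at least 20 cells analyzed; inconclusive = wells under 20 cells, flagged as cytotoxic or low count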;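 also: 0% = DMSO without peptide and 100% = 100 nM NTR1 peptide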
# Target sequence (P30989 whole entry, looked up): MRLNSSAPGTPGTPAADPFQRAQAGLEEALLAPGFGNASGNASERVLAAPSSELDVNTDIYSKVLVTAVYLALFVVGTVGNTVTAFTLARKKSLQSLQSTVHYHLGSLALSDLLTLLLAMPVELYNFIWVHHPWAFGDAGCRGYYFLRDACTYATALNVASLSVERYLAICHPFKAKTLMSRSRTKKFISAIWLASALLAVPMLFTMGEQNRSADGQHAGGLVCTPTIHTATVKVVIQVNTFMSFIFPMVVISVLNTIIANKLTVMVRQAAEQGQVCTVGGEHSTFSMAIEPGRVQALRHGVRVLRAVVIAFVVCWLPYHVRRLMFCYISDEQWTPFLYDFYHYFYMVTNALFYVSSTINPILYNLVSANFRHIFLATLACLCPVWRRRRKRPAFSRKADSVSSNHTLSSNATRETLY
# Autophagy mod – alters autophagy in cells; hit rate 0.98% among 190,000; calls only at 10 µM (by protocol); AID 463193; MEF GFP-LC3 puncta imaging; test concentration mostly 10 µM;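 active = percentage of spot-positive cells more than 3 SD above its plate mean, without a fluorescence outlier flag or 80% toxicity; inconclusive = no clear call, values can overlap the other calls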;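 also: spot-positive cell cutoff set from DMSO-treated cells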
# GPR35 arrestin U2OS – inhibition of zaprinast-stimulated GPR35 beta-arrestin translocation – imaging, U2OS, beta-arrestin-GFP, zaprinast agonist, primary screen (AID 2058). hit rate 0.052% among 290,000. U2OS GPR35 beta-arrestin-GFP translocation imaging, zaprinast antagonism; higher % means a stronger effect. inhibition, % at 10 µM, or IC50 in µM where a hit was titrated;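 active = inhibition of at least 50% with at least 30 cells and total cytoplasm GFP at most 10,000,000; inconclusive = under 30 cells or total GFP of 10,000,000 plus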
# AID2073 – inhibitors of Mint1-CaV2.2 protein interaction, biochemical, HTRF (AID 2073) | hit rate 0.19% among 290,000 | HTRF protein-protein interaction, Mint1-CaV2.2; higher % means a stronger effect | inhibition, % at 20 µM, or IC50 in µM where a hit was titrated; in the data active = inhibition mostly above about 51%, no sharp cut-off; inconclusive = no clear call, values can overlap the other calls; inactive = mostly below about 53%; also: some results filed as inactive read as strong as hits
# K1F lysis inhibition – inhibition of K1F phage lysis, E. coli UTI89, bacterial capsule biogenesis inhibitors, alamar blue (AID 488966). E. coli UTI89 K1F phage lysis, alamar blue, 2 h; higher % means a stronger effect. inhibition, % at 100 µM; hits with a dose series show IC50 in µM. hit rate 0.02% among 340,000;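 active = phage lysis inhibition, versus mean bacterial control, above a set limit; inconclusive = no clear call, values can overlap the other calls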;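 also: capsule biogenesis inhibitors block K1F phage lysis so surviving cells raise fluorescence; higher fluorescence means more inhibition of phage lysis; actives were called in the ten point dose series up to 300 µM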
# NS5 inhibitors – flavivirus cap methylation enzyme inhibition – biochemical, confirmation dose response, primary screen (AID 588689). Dengue-2 NS5 methyltransferase capping enzyme assay, biochemical; higher % means a stronger effect. inhibition, % at 25 µM, or IC50 in µM where a hit was titrated. hit rate 0.3% among 340,000; in the data active = a potency from the dose series; inconclusive = inhibition above about 29% without an active follow-up result
# WT yeast gro inh – growth inhibition of WT yeast, mitochondrial fusion screen; mitochondrial fusion phenotypic screen, WT strain; inhibition, % at 10 µM; hit rate 2.1% among 190,000; AID 1362; in the data active = inhibition above about 58%; tested in S. cerevisiae
# RSV antiviral HEp-2 – inhibition of RSV-induced cytopathic effect – HEp-2 cells, primary 10 µM value included (AID 2391); HEp-2 cells, RSV-induced CPE inhibition; higher % means a stronger effect; one-dose CPE inhibition, % at 10 µM; IC50 in µM for titrated hits; hit rate 0.13% among 310,000; in the data active = a potency from the dose series; inconclusive = CPE inhibition mostly from about 23% at the one dose, without a potency; inactive = the rest, 99 in 100 with CPE inhibition below about 21%; also: strong numbers were not always called active
# LYP phosphatase – inhibitors of LYP phosphatase, biochemical, fluorescence intensity, uHTS (AID 1779). recombinant LYP phosphatase, fluorescence intensity; higher % means a stronger effect. inhibition, % at 11.5 µM; hits with a dose series show IC50 in µM. hit rate 0.054% among 290,000; in the data active = inhibition above about 50%;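 also: plate controls were vehicle with enzyme for no effect and no enzyme for full effect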
# WT yeast gro inh mutant strain – second read-out of WT yeast gro inh, no call of its own (marks repeat the call); inhibition, %; mitochondrial fusion phenotypic screen, mutant strain inhibition
# Autophagy mod cell loss 18 h – recorded beside Autophagy mod, whose call it bears; toxicity, %; measured here: cell loss, nuclei count;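 cell loss after 18 h compound exposure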
# NTR1 agonist cell count 20 µM – further read-out of NTR1 agonist, marked with its call; cell count; measured here: cell count, cytotoxicity flag
# NS5 inhibitors pilot replicate – also measured in NS5 inhibitors; calls as there; inhibition, %; measured here: pilot screen replicate inhibition
# An asterisk follows results filed as active; i = inactive; ? = inconclusive; . = not tested or not shown; [ ] = remark or other dose. Not a hit list (roughly 2.6% active in at least one column).
SMILES,NTR1 agonist,NTR1 agonist cell count 20 µM,Autophagy mod,Autophagy mod cell loss 18 h,GPR35 arrestin U2OS,AID2073,K1F lysis inhibition,NS5 inhibitors,WT yeast gro inh,WT yeast gro inh mutant strain,RSV antiviral HEp-2,LYP phosphatase,others
CCC(C)NC(=O)c1ccc(C(=O)c2ccccc2)cc1 (centres undefined),-0.8,29,i,11,2%,2%,0.0%,-6%,-8,-5,1.7%,-2%,
CN(C)c1ccc(N2C(=O)CSC2=S)cc1,-0.4,53,i,5,16%,34%,3.7%,0%,3,-9,1.0%,0%,
CCn1c(-c2ccc3[nH]c(C)c(C)c3c2)n[nH]c1=S,2.2,68,i,-6,14%,18%,4.1%,-7%,7,6,1.2%,-3%,
Cc1cc(C)cc(OCC(=O)N(Cc2cccs2)C2CCS(=O)(=O)C2)c1 (centres undefined),1.4,99,i,11,2%,-4%,0.0%,-1%,-8,-14,2.9%,-5%,
COc1ccccc1NS(=O)(=O)c1cc(NC(=O)c2ccc3c(c2)OCCO3)ccc1C,4.0,44,i,-10,33%,8%,1.8%,-1%,44,17,8.1%,4%,
CCOC(=O)CNC(=O)CSc1nnc(-c2ccncc2)n1-c1ccc(Cl)cc1,2.2,93,i,-8,2%,-2%,0.0%,-7%,-14,0,1.4%,-6%,
COc1ccc(-c2sc3ccccc3c2C#CCCO)cc1,6.7,73,.,.,15%,4%,-1.2%,2%,.,.,4.0%,-4%,
Cc1ccc(COCCN2CCN(S(=O)(=O)c3ccc(C)cc3)CCC2=O)cc1,3.6,94,i,-55,2%,9%,0.0%,-6%,-10,0,-0.4%,0%,
Cc1ccc(CCNC(=O)C2CCCN(S(=O)(=O)c3cccs3)C2)cc1 (centres undefined),1.6,56,i,0,-1%,-2%,5.2%,1%,7,-4,-0.8%,-2%,
COc1ccc(CCNC(=O)C2CCN(S(=O)(=O)c3cccc4cccnc34)CC2)cc1OC,-0.1,72,.,.,11%,6%,-0.3%,-5%,.,.,0.9%,-15%,
COC(=O)c1ccc(N/N=C/c2cc([N+](=O)[O-])cc(OC)c2O)cc1,-0.6,35,i,0,16%,51%,-0.2%,.,-5,-1,0.6%,-2%,
Cc1ccccc1OCC(=O)N(Cc1nc(-c2ccccc2)no1)C(C)C,2.1,60,i,-3,0%,-1%,2.1%,-2%,10,6,0.4%,-1%,
COc1ccccc1NC(=O)/C(C#N)=C/c1cccnc1,1.1,57,.,.,-5%,1%,-0.2%[50 µM],-3%,.,.,2.1%,-5%,
C#CCNC(=O)C1=C[C@H](C2CCCCC2)[C@@H](CCCO)[C@H](OCC)O1,0.5,72,i,5,-20%,-1%,-0.8%,6%,-1,4,-1.4%,1%,
COc1cc(C(=O)Nc2ccncc2)cc(OC)c1OC,1.4,56,i,-46,-1%,0%,9.6%,-1%,4,22,0.6%,-7%,
CCCCN(C(=O)CSc1nnc(Nc2ccc(C)c(C)c2)s1)c1c(N)n(Cc2ccccc2)c(=O)[nH]c1=O,2.2,59,i,4,-11%,10%,0.3%,-6%,22,16,9.8%,12%,
CCN(CC)c1ncnc2c1sc1nc(N3CCOCC3)c3c(c12)CCC3,.,.,i,3,13%,12%,.,.,9,14,.,3%,
O=c1[nH]n(CC2COC3(CCCCC3)O2)c(=O)c2ccccc12 (centres undefined),0.3,43,i,0,4%,0%,0.2%,-3%,-12,6,-0.7%,-10%,
CC1CCCN(c2ccc([N+](=O)[O-])s2)C1 (centres undefined),.,.,i,22,-4%,0%,-0.1%,-22%,-1,26,.,2%,
COc1ccc(CC(=O)Nc2nc(-c3cccnc3)cs2)cc1,3.1,62,i,-9,-1%,6%,0.1%,3%,-10,0,6.6%,-2%,
COc1ccc(C2(NC(C)=O)CCN(C(=O)c3ccco3)CC2)cc1,1.4,73,i,2,5%,0%,-5.7%,-4%,-1,-9,1.4%,-4%,
COc1ccc(CNC(=O)CN(C(=O)Cn2nnc(-c3ccccc3F)n2)c2ccc(C)cc2)cc1,2.7,45,i,13,11%,-6%,-1.8%,-9%,-12,-5,1.2%,4%,
O=C(CS(=O)CC(=O)N(c1cccc(F)c1)C(C(=O)NC1CCCCC1)c1ccco1)Nc1ccc(F)cc1 (centres undefined),-0.4,66,i,6,8%,3%,4.6%,-8%,-10,4,1.4%,-9%,
CS(=O)(=O)Nc1ccccc1C(=O)Nc1ccccc1Cl,0.7,59,i,-1,10%,7%,-1.0%,-2%,-6,-1,5.6%,-7%,
Clc1ccccc1OCc1nnc(-c2ccccc2)o1,-1.1,55,i,-5,5%,-1%,-0.2%,-4%,-16,-3,-0.5%,-1%,
Cc1ccc(Nc2c(-c3ccc(C)o3)nc3cnccn23)cc1,2.0,55,i,-7,8%,-22%,3.3%,-6%,-2,0,0.9%,-5%,
Cc1ccc(CC2CC(=O)N(c3cc(Cl)ccn3)C2=O)cc1 (centres undefined),1.2,53,.,.,12%,-11%,-0.4%,2%,.,.,2.2%,-11%,
COc1ccc(Cc2nnc(NC(=O)c3ccco3)s2)cc1,1.2,63,i,-4,16%,2%,i,2%,32,12,3.1%,-6%,
COc1cc(C(=O)Nn2c(C)nc3ccccc3c2=O)cc(OC)c1OC,0.2,82,.,.,-13%,-5%,0.3%[50 µM],1%,.,.,1.1%,-7%,
Cc1ccc(CNC(=O)c2ccc3c(c2)S(=O)(=O)c2ccccc2C3=O)o1,-4.0,90,.,.,.,.,1.4%,2%,.,.,8.2%,.,
Cc1cccc(NC(=O)CS(=O)(=O)c2cn(C)c3ccccc23)c1C,-1.8,79,i,-4,-4%,12%,-1.2%,-11%,9,6,0.8%,-8%,
O=C(Nc1c(Cl)cc(Cl)cc1C(=O)NCCN1CCOCC1)c1ccc(Cl)cc1Cl,2.4,71,i,8,2%,1%,0.7%,-1%,14,-11,0.7%,-4%,NS5 inhibitors pilot replicate=-0.2
O=c1c2[nH]c3cccc(Cl)c3c2ncn1Cc1ccco1,0.3,52,.,.,-5%,29%,0.2%,-1%,.,.,-0.7%,-4%,
CCCn1cc(SCC(=O)NCc2ccco2)c2ccccc21,0.2,67,i,-2,5%,0%,1.1%,0%,5,0,-0.6%,-3%,
O=C(CNC(=O)c1ccc(OC(F)F)cc1)Nc1cccc(S(=O)(=O)N2CCCC2)c1,0.3,49,.,.,.,.,-1.1%,-4%,.,.,0.0%,.,
O=C(NCc1cccnc1)/C(=C\c1ccc(-c2ccc(Br)cc2)o1)S(=O)(=O)c1ccccc1,23,34,i,38,4%,-12%,-1.4%[50 µM],-4%,42,10,-1.8%,7%,
Fc1cccc(-c2c(-c3ccccc3)ncc3cc(F)ccc23)c1,8.8,64,.,.,.,.,3.2%,7%,.,.,2.5%,.,
N#CC1(NC(=O)COC(=O)c2ncc(Cl)c(Cl)c2Cl)CCCCC1,0.0,43,.,.,.,.,1.4%[50 µM],-10%,.,.,2.3%,.,
CCNc1nc(NCC)n2c(SCC(=O)Nc3ccccc3Cl)nnc2n1,0.7,70,.,.,.,.,1.4%[50 µM],-1%,.,.,-0.5%,.,
CN(C)/C=C1\N=C(c2ccc3c(c2)OCO3)OC1=O,1.3,49,i,1,2%,5%,-0.3%,13%,15,1,-1.0%,3%,
Nc1ccc(-c2nc3ccc(N)cc3[nH]2)cc1,0.9,48,i,-26,-8%,?,0.4%,-10%,21,11,-1.9%,-39%,
CCC(C(=O)OC)n1cnc2c(oc3ccccc32)c1=O (centres undefined),-0.6,77,.,.,5%,17%,0.4%,-1%,.,.,-0.1%,-7%,
NC(=O)NCc1cccnc1,-0.3,45,i,15,0%,-4%,-0.7%,0%,15,11,-0.4%,-3%,
O=C1CCC(=O)N1c1ccccc1-c1ccccc1,0.1,48,i,10,-4%,-3%,0.5%,-3%,-6,5,1.5%,-9%,
Cc1ccc(S(=O)(=O)N2CCN(c3cnn(C)c(=O)c3Cl)CC2)cc1,1.6,50,i,1,-2%,12%,-0.8%,-7%,-3,4,-0.1%,-5%,
CC1=NN(c2ccc(C(=O)O)cc2)C(=O)/C1=C/c1ccc(-c2ccccc2F)o1,21,93,.,.,10%,23%,0.3%,52%,.,.,3.8%,1%,
O=C(CCn1c(=O)sc2ccccc21)NCc1ccc2c(c1)OCO2,-0.3,47,i,-3,27%,5%,0.0%,-3%,-8,-2,0.4%,-6%,
Cc1cc(C)cc(N2C(=O)CSC2c2ccccn2)c1 (centres undefined),-0.1,55,i,13,-4%,-12%,0.6%,-2%,-13,0,1.6%,-5%,

# Structures listed so far with a Cl atom, in the order listed:
SMILES,NTR1 agonist,NTR1 agonist cell count 20 µM,Autophagy mod,Autophagy mod cell loss 18 h,GPR35 arrestin U2OS,AID2073,K1F lysis inhibition,NS5 inhibitors,WT yeast gro inh,WT yeast gro inh mutant strain,RSV antiviral HEp-2,LYP phosphatase,others
CCOC(=O)CNC(=O)CSc1nnc(-c2ccncc2)n1-c1ccc(Cl)cc1,2.2,93,i,-8,2%,-2%,0.0%,-7%,-14,0,1.4%,-6%,
CS(=O)(=O)Nc1ccccc1C(=O)Nc1ccccc1Cl,0.7,59,i,-1,10%,7%,-1.0%,-2%,-6,-1,5.6%,-7%,
Clc1ccccc1OCc1nnc(-c2ccccc2)o1,-1.1,55,i,-5,5%,-1%,-0.2%,-4%,-16,-3,-0.5%,-1%,
Cc1ccc(CC2CC(=O)N(c3cc(Cl)ccn3)C2=O)cc1 (centres undefined),1.2,53,.,.,12%,-11%,-0.4%,2%,.,.,2.2%,-11%,
O=C(Nc1c(Cl)cc(Cl)cc1C(=O)NCCN1CCOCC1)c1ccc(Cl)cc1Cl,2.4,71,i,8,2%,1%,0.7%,-1%,14,-11,0.7%,-4%,NS5 inhibitors pilot replicate=-0.2
O=c1c2[nH]c3cccc(Cl)c3c2ncn1Cc1ccco1,0.3,52,.,.,-5%,29%,0.2%,-1%,.,.,-0.7%,-4%,
N#CC1(NC(=O)COC(=O)c2ncc(Cl)c(Cl)c2Cl)CCCCC1,0.0,43,.,.,.,.,1.4%[50 µM],-10%,.,.,2.3%,.,
CCNc1nc(NCC)n2c(SCC(=O)Nc3ccccc3Cl)nnc2n1,0.7,70,.,.,.,.,1.4%[50 µM],-1%,.,.,-0.5%,.,
Cc1ccc(S(=O)(=O)N2CCN(c3cnn(C)c(=O)c3Cl)CC2)cc1,1.6,50,i,1,-2%,12%,-0.8%,-7%,-3,4,-0.1%,-5%,
